Bioassay records from PubChem BioAssay.
MEKK2 WT-MEK5 – raises or lowers MEK5 binding to wildtype human MEKK2 PB1 domain; bead flow cytometry, Alexa488-MEK5 binding to MEKK2 WT; actives lie on both sides; AID 1531; binding response (% of control), % at 10 µM; actives 1.1% (n = 290,000); in the data active = binding response below about 67% or above about 130%
GPR7 antagonist – human neuropeptides B/W receptor 1 antagonism; P48145; GPR7-expressing cells, fluorescence antagonist assay; inhibition, % at 4.4 µM; actives 1.1% (n = 290,000); in the data active = inhibition above about 16%, passing the limit was not always enough;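 also: cells stimulated with the agonist NPW; 0% = agonist with vehicle and 100% = vehicle without agonist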
PfM18AAP inh – blocks P. falciparum M18 aspartyl aminopeptidase. actives 1.2% (n = 290,000). recombinant PfM18AAP, H-Glu-NHMec fluorogenic cleavage. inhibition, % at 7.35 µM. AID 1822;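 active = inhibition above the campaign mean inhibition over all tested compounds plus 3 SD, cut at about 28% in these data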;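 also: 0% = plate median of test compound wells and 100% = 2 mM ZnCl2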
FID counter – fluorescent intercalator displacement, NS3 helicase counter-screen | DNA fluorescent intercalator displacement, fluorescence | inhibition, % at 7.9 µM | actives 0.17% (n = 290,000) | AID 1845; in the data active = inhibition above about 37%;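 also: 0% = vehicle and 100% = reference compound; higher means more ethidium bromide displaced from hairpin DNA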
MEKK3 PB1 HTS – raises or lowers MEK5 binding to the human MEKK3 PB1 domain | Q99759 | bead-based flow cytometry, Alexa488-MEK5 binding to MEKK3; actives lie on both sides; 0 = blocked by unlabeled MEK5, 100 = vehicle | binding response (% of control), % at 10 µM | actives 1.4% (n = 290,000) | AID 1529;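 active = binding response more than 3 SD above or below the average of its plate-row segment, actives on both sides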;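 also: Alexa488 bead fluorescence after subtracting the streptavidin-only scavenger bead signal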
Target sequence (Q99759 whole entry, looked up, the tested form may be a part): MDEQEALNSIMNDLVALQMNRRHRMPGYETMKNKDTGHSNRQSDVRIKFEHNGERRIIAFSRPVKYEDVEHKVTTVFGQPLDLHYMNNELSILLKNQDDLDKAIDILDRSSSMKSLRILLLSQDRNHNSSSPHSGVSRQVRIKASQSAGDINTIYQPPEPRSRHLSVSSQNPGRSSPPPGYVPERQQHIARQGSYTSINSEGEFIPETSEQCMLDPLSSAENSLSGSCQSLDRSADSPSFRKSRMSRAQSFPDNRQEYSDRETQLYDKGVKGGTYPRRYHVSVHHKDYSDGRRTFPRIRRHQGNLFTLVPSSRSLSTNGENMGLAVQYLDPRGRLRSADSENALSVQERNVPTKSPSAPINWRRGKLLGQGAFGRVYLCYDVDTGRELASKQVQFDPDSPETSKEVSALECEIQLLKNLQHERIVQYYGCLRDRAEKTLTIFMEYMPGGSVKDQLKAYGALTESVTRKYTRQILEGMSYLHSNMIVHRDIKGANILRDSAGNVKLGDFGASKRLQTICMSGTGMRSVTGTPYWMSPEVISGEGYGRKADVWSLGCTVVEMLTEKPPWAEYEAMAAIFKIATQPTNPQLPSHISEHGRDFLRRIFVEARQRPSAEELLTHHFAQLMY
OXTR ag – activates the human oxytocin receptor; P30559; CHO-OTR cells, Fluo-8 calcium fluorescence; normalized: DMSO 0%, oxytocin 100%; activation, % at 3 µM; actives 0.32% (n = 320,000);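 active = activation above the mean of all tested compounds plus 3 SD, cutoff set per screening run, cut at about 20% in these data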;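 also: peak over basal fluorescence ratio from a 100 s FLIPR kinetic read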
Target sequence (P30559 whole entry, looked up): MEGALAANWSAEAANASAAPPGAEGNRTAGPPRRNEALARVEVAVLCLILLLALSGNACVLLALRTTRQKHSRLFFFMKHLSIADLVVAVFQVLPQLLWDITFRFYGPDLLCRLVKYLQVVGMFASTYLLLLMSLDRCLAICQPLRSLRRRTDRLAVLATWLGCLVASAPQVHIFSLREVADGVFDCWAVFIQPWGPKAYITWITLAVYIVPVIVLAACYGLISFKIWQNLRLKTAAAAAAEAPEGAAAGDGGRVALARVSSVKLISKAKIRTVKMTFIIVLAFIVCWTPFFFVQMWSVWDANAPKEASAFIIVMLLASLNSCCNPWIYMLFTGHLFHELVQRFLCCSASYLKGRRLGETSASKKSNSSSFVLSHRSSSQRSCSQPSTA
MEKK2mut PB1 HTS – signal of MEK5 binding to mutant human MEKK2 PB1 domain. bead flow cytometry, Alexa488-MEK5 binding to MEKK2 mutant. AID 1530. actives 0.35% (n = 290,000). percent response, % at 10 µM; in the data active = percent response above about 24%, passing the limit was not always enough; also: inactives centre near 1; some results filed as inactive read as strong as hits; reference of the scale not given here
PHOSPHO1 block – inhibitors of human PHOSPHO1 phosphatase. Q8TCT1. recombinant PHOSPHO1, absorbance phosphatase assay. inhibition, % at 13.3 µM. actives 1.1% (n = 290,000); in the data active = inhibition above about 60%
NALP1 yeast inh – NALP1 inhibition; inhibition, % at 10 µM; actives 0.61% (n = 280,000); S. cerevisiae NALP1/ASC/caspase-1 growth, X-gal OD620, 72 h; AID 2071; in the data active = inhibition mostly above about 24%, no sharp cut-off; inactive = mostly below about 32%; also: some compounds called inactive have numbers as strong as hits
Starred values were filed as active, the others as inactive; · = not tested or not shown.

SMILES	MEKK2 WT-MEK5	GPR7 antagonist	PfM18AAP inh	FID counter	MEKK3 PB1 HTS	OXTR ag	MEKK2mut PB1 HTS	PHOSPHO1 block	NALP1 yeast inh
Cc1ccc(NC(=O)CCC(=O)N2CCC(C)CC2)c([N+](=O)[O-])c1	103	-1	-17	-14	97	-0.4	3	46	10
CS(=O)(=O)N1CCc2cc(C(=O)Nc3ccc(Cl)cc3)ccc21	102	2	0	-6	102	11	1	10	1
CCOC(=O)N1CCC(N2CCN(S(=O)(=O)c3ccc(OC)cc3)CC2)CC1	101	9	-3	-14	101	-0.5	5	-1	-3
CC(=O)c1cccc(NC(=S)NC(=O)Cc2ccc(Cl)cc2)c1	101	36*	-6	-16	99	26*	10	35	16
CC(=O)N1CCC(N(CCN2CCOCC2)C(=O)Nc2ccc(Cl)c(Cl)c2)CC1	105	-4	-4	-10	104	-0.9	8	·	·
CC1(C)Cc2c(sc3c2c(=N)n(Cc2ccco2)c(=O)n3Cc2ccc(F)cc2)CO1	104	-12	2	-9	108	-1.9	9	22	-1
COc1ccc(/C(C)=N/NC2=NCCN2)cc1Cl	116	1	2	5	102	·	7	33	4
COc1ccc(C(=O)NC(C)CCc2ccccc2)c(OC)c1 (stereo unspecified)	107	6	5	-26	105	-2.1	1	20	22
CCN(CC(=O)Nc1cccc(C#N)c1)CC(=O)Nc1cccc(OC)c1	84	27*	-5	-14	86	-0.2	-3	63*	4
Cc1ccc(C2=NN(CCC(=O)NC3CCCC3)C(=O)CC2)cc1	99	1	-1	-18	101	-1.3	2	24	-6
COc1cc(/C=C2\SC(=Nc3ccc(Cl)c(C(=O)O)c3)NC2=O)c(Br)c(Br)c1O	86	40*	3	12	99	·	-4	4	24
Cc1nnc(SCC(=O)Nc2ccc(S(=O)(=O)Nc3ccc(Cl)nn3)cc2)s1	98	-2	-1	-36	99	·	-5	8	7
COC(=O)c1ccc(/C=C/c2c(-c3ccc(OC)cc3)oc3ccc(N4CCOCC4)cc23)cc1	97	4	6	-19	102	2.9	-3	-13	12
COc1cccc(NC(=O)CSc2nc3c([nH]c4ccccc43)c(=O)n2C)c1	101	-11	0	-2	101	0.1	2	38	2
CC(=O)c1ccc(NC(=O)C(C)Sc2ccccn2)cc1 (stereo unspecified)	97	-3	-11	-4	101	-0.1	-1	45	10
O=C(Nc1ccc2c(c1)oc1ccccc12)c1ccc(Br)o1	100	0	5	-1	104	-0.4	-2	-9	29
Nc1ccc(N=Nc2ccc(N)cc2)cc1	93	1	6	3	91	-0.1	-8	24	17
CCOc1ccc(CCNC(=O)c2oc3c(c2C)-c2[nH]ncc2CC3)cc1OCC	97	-7	-4	-13	97	-1.3	5	-9	23
O=C(COC(=O)CN1C(=O)C2CCCCC2C1=O)Nc1ccc(S(=O)(=O)N2CCOCC2)cc1 (stereo unspecified)	98	-4	0	-4	98	1.0	-1	0	28
O=C(Cc1ccccc1[N+](=O)[O-])OCc1cccc([N+](=O)[O-])c1	95	0	8	-2	95	-0.4	0	31	18
Cc1ccc(-n2nc(C)c3c2OC(N)=C(C#N)C3c2ccco2)cc1 (stereo unspecified)	106	-5	9	-12	103	-0.6	5	12	10
COCCCNC(=S)NNC(=O)c1cc(-c2ccncc2)nc2ccccc12	99	-16	3	-19	102	0.0	-3	41	11
CN(CC1CCN(CCc2cccc(C(F)(F)F)c2)CC1)C(=O)c1ccccc1	101	-13	8	-2	100	0.4	7	3	13
CCn1nc(C)c(CNC(=O)c2cc(COc3ccccc3SC)on2)c1C	101	18	-13	-48	99	6.6	1	23	20
Cc1ccc(CNC(=O)c2ccc(S(=O)(=O)N(C)C)cc2)n1C	100	-3	27	-10	100	0.4	-1	30	2
Cc1cccc(C)c1OC(=O)CN1C(=O)c2ccccc2C1=O	100	15	-7	-17	94	0.0	-1	45	9
Cc1ccc(O)c(-c2cc(C(=O)NCc3ccc4c(c3)OCO4)[nH]n2)c1	100	-1	8	-9	102	0.6	0	2	16
Cn1c2ccccc2c2cnn(CC(=O)Nc3cccc(F)c3)c(=O)c21	101	0	3	-1	98	-0.4	-13	19	·
COCCCN1CN=C(Nc2nc3ccccc3o2)NC1	96	-11	5	-6	99	1.3	-3	-1	1
CCOC(=O)Cn1nnnc1C	85	7	-1	11	93	0.1	-13	11	14
CC1(C)CC(=O)C(C=NCCN2CCN(CCc3ccccc3)CC2)=C(O)C1	108	-10	3	-3	109	-0.1	11	8	2
COC(=O)C1=C(C)NC(=O)/C1=C\c1cc(C)n(-c2cc(C)cc(C)c2)c1C	104	-2	6	-21	111	-1.0	3	9	12
COC(=O)c1ccc(OC)c(Cn2c(=O)n(C)c(=O)c3ccccc32)c1	105	-14	0	-26	101	-1.3	3	51	-17
Cc1cc(N(C)Cc2ccccc2)nc2cc(O)ccc12	104	-2	10	5	99	-0.8	-3	11	9
Cc1cc(C)c(S(=O)(=O)NCCCn2ccnc2)c(C)c1	102	1	-13	10	101	0.3	-2	-15	12
Cc1c(C(=O)N2CCC(N3CCSCC3)CC2)oc2c(F)cccc12	107	16	5	-9	105	-0.3	9	55	19
O=C(Nc1ccccc1F)C1CCN(C(=O)NC2CCCCC2)CC1	102	-1	-2	-13	100	-0.1	6	-1	14
O=C(Nc1ccccc1)N1CCCN(Cc2ccccc2F)C1	107	-2	-10	6	106	2.4	9	58	7
O=C(NCCN1CCOCC1)c1c(O)nc2ccccn2c1=O	101	-9	10	-1	99	-0.6	0	22	18
COC(=O)[C@@H](N)CS	93	10	21	1	102	1.0	-5	1	37
O=C(CSc1ccsc1[N+](=O)[O-])N1CCCCCC1	102	-10	0	2	101	-0.1	4	-24	12
OC(COC(c1ccc(F)cc1)c1ccc(F)cc1)CN1CCCC1 (stereo unspecified)	104	14	-15	20	101	2.4	1	·	24
CCOC(=O)N1CCN(Cc2nc3c(c(=O)n(C)c(=O)n3C)n2Cc2ccccc2)CC1	106	-3	-12	-31	105	-1.1	2	-14	32
Cc1ccc(NC(=O)c2ccccc2OCC(=O)Nc2cccc(Cl)c2C)nc1	104	8	4	0	101	-1.1	-5	1	12
Cc1cccc(N(CC(=O)NCCc2ccccc2)C(=O)CCC(=O)Nc2ccccn2)c1C	98	4	6	-43	96	4.9	3	37	8
CC(C)Cc1ccc(S(=O)(=O)N2CCN(c3ccccn3)CC2)cc1	100	18	-7	-19	101	-0.9	3	28	20
CN(c1ccccc1)c1ccc(/C=C(\C#N)c2nnc3n2CCCCC3)cc1[N+](=O)[O-]	91	1	3	2	97	-1.3	1	1	21
COc1ccc(Cn2c(O)c(C=Nc3ccc(C)cc3)c3ccccc3c2=O)cc1	91	-7	1	-1	96	-1.0	-2	-2	9
Cc1ccc2c(c1)-c1c(ssc1=S)C(C)(C)N2C(=O)c1ccco1	96	1	40*	1	95	-0.3	0	-8	13
CCC1CCCCN1CCCNC(=O)Cn1ncc2c([nH]c3ccc(C)cc32)c1=O (stereo unspecified)	128	-9	3	8	101	-0.1	8	27	11
COc1ccc(CCNS(=O)(=O)c2cccc([N+](=O)[O-])c2)cc1OC	115	2	-4	1	107	-0.9	10	36	6
CCCNC(=O)C12CCC(C)(c3nc4cc(C)c(C)cc4nc31)C2(C)C (stereo unspecified)	100	-9	-15	-21	103	-2.6	-1	24	-15
COc1ccc2ccc(O)c(CN(C)CC(=O)Nc3ccccc3C(F)(F)F)c2c1	99	-13	3	0	102	0.4	-3	10	1
CCC(c1nnnn1Cc1ccc(F)cc1)N1CCN(C2CCCCC2)CC1 (stereo unspecified)	102	46*	-2	12	101	0.2	3	6	0
O=c1n(Cc2ccc(Cl)cc2)c2sc3c(c2c2ncnn12)CCCC3	100	-6	3	-4	104	-1.5	3	4	8
O=C(CCCN1C(=O)C2CCCCN2C1=O)N1CCN(c2ccc([N+](=O)[O-])cc2)CC1 (stereo unspecified)	101	-12	4	-7	103	5.1	3	-30	27
COc1cccc(CN(Cc2ccccc2F)S(=O)(=O)c2ccc(S(=O)(=O)NCc3ccccc3)cc2)c1	93	-3	-13	-1	94	3.1	-6	1	18
CCOc1ccc(N2C(=O)/C(=C/c3ccc(C)o3)N(C)C2=S)cc1	95	-3	-7	-15	94	0.9	-1	-12	24
COc1ccc2nc3oc(C(=O)N4CCN(c5cccc(C(F)(F)F)c5)CC4)cc3cc2c1	90	2	-2	3	90	-0.6	-3	16	9
Cc1nn2c(-c3ccc(S(=O)(=O)N4CCN(C)CC4)o3)nnc2c2ccccc12	99	-3	3	30	97	-1.1	-8	16	13

Compound profiles, as listed above:
Cc1nn2c(-c3ccc(S(=O)(=O)N4CCN(C)CC4)o3)nnc2c2ccccc12 reads MEKK2 WT-MEK5: 99; GPR7 antagonist: -3; PfM18AAP inh: 3; FID counter: 30; MEKK3 PB1 HTS: 97; OXTR ag: -1.1; MEKK2mut PB1 HTS: -8; PHOSPHO1 block: 16; NALP1 yeast inh: 13
CCC(c1nnnn1Cc1ccc(F)cc1)N1CCN(C2CCCCC2)CC1 (stereo unspecified) reads MEKK2 WT-MEK5: 102; GPR7 antagonist: 46*; PfM18AAP inh: -2; FID counter: 12; MEKK3 PB1 HTS: 101; OXTR ag: 0.2; MEKK2mut PB1 HTS: 3; PHOSPHO1 block: 6; NALP1 yeast inh: 0
COc1ccc2ccc(O)c(CN(C)CC(=O)Nc3ccccc3C(F)(F)F)c2c1 reads MEKK2 WT-MEK5: 99; GPR7 antagonist: -13; PfM18AAP inh: 3; FID counter: 0; MEKK3 PB1 HTS: 102; OXTR ag: 0.4; MEKK2mut PB1 HTS: -3; PHOSPHO1 block: 10; NALP1 yeast inh: 1

(further entries)
SMILES	MEKK2 WT-MEK5	GPR7 antagonist	PfM18AAP inh	FID counter	MEKK3 PB1 HTS	OXTR ag	MEKK2mut PB1 HTS	PHOSPHO1 block	NALP1 yeast inh
O=C(CCSc1nc2cc(Cl)ccc2o1)N1CCOCC1	93	-6	-3	-15	99	2.0	-3	6	46
CCN(CC)C(=O)c1[nH]cnc1C(=O)N[C@@H](Cc1ccccc1)C(=O)OC(C)(C)C	103	3	12	-42	101	-0.2	1	-30	6
Cc1ccc(-c2c(C#N)c(N)nc3c2CCCCCC3)o1	102	-1	-1	-9	99	-1.7	1	4	11
CCCCOc1c(Br)cc(/C=C2\N=C(C)OC2=O)cc1OCC	92	-17	-2	-33	100	-1.1	-3	-14	-19
CCc1ccc2c(c1)cc(CN(C(=S)Nc1ccc(Cl)cc1)C1CC1)c1nnnn12	104	-8	5	1	107	0.5	3	33	26
CC1=C(C(=O)Nc2ccc(CC(=O)NCc3ccc(OC(C)C)cc3)cc2)SCCO1	99	12	-4	-49	101	0.8	2	5	17
O=C(Nc1ccccc1N1CCN(c2ccc(F)cc2)CC1)c1ccccc1	103	6	2	2	104	-1.8	5	-40	1
O=C(c1cccc(S(=O)(=O)N2CCOCC2)c1)N1CCOCC1	91	-3	2	1	93	0.4	-1	-53	-21
Cc1cc(C(=O)CN2CCCCC2)c(C)n1-c1ccc(F)cc1	93	-2	6	4	96	0.8	6	4	25
Cc1cc(C)c2nc3c(c(C(=O)O)c2c1)CCC3	101	1	-9	0	99	0.1	1	2	-21
Cc1ccc(C)n1-n1cnc2scc(-c3cccs3)c2c1=O	95	-10	2	-7	100	-2.4	-1	-30	-2
CCCn1c2ccc(F)cc2c2nnc(SCCN3CCCCC3)nc21	105	11	-4	-3	98	-1.4	2	-11	8
NS(=O)(=O)c1ccc(NC(=O)COC(=O)CCC2CCCC2)cc1	102	-9	7	-7	101	-0.9	5	16	5
CCOC(=O)c1c(-c2ccc(OCC)cc2)csc1NC(=O)CCN1C(=O)c2ccccc2C1=O	102	-10	6	-2	109	-1.3	22	-12	16
N#CCSc1nc2ccccc2c(=O)n1CCCC(=O)NCC1CCCO1 (stereo unspecified)	89	-8	0	-10	95	-0.4	-11	20	15
O=C(O)CCC(=O)N(Cc1ccco1)C1CC(=O)N(c2ccccc2)C1=O (stereo unspecified)	103	-18	-7	3	98	0.5	-5	16	-17
COc1cc(C(=O)NCCC(=O)NC2CCCCC2)cc(OC)c1OC	104	-3	-6	-26	102	0.0	0	13	13
